# Bioassay records (PubChem)
# S1P4 agonist = human S1P4 receptor agonism; O95977; S1P4-expressing cell line, agonist reporter assay; activation, % at 4.98 µM; actives 0.35% (n = 220,000); in the data active means activation above about 11%;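 further: 0% = DMSO vehicle and 100% = reference agonist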
# BaF3 tox = parental Ba/F3 viability inhibition as JAK2V617F counter-screen; CellTiter-Glo ATP luminescence; inhibition, % at 5.6 µM; actives 1.1% (n = 220,000); AID 1486;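 active means inhibition above a per-campaign cutoff, the mean inhibition of all tested compounds plus 3 SD, cut at about 27% in these data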;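 further: 0% = DMSO wells and 100% = JAK Inhibitor I control wells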
# Ba/F3 V617F tox = reduce viability of Ba/F3 cells dependent on JAK2V617F | inhibition, % at 5.6 µM | Ba/F3 EpoR-JAK2V617F viability, ATP luminescence | AID 1446 | actives 1.1% (n = 220,000);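 active means inhibition above the campaign mean plus 3 SD over all tested compounds, cut at about 24% in these data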;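 further: cytokine-independent growth of Ba/F3 cells driven by EpoR plus mutant JAK2; 0% = DMSO-treated cells and 100% = JAK inhibitor I control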
# Calpain2 inh = blocks pig calpain II enzyme activity | purified calpain II, fluorogenic peptide substrate, 30 min | inhibition, % at 16 µM | actives 0.37% (n = 220,000) | AID 1236;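 active means inhibition above about 50%, limit read from the data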
# EP2 modulator = EP2 receptor (human) modulation; EP2-expressing cells, cAMP HTRF FRET, PGE2 co-stimulation; induction, % at 25 µM; actives 0.83% (n = 260,000);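 active means compounds whose cAMP rise, as percent of the full-agonist control response, exceeds 60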;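 further: rat C6 glioma line stably carrying human EP2 under a CMV promoter; the protocol text gives 20 µM as final concentration; 100% = response of wells given 1 µM PGE2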
# S1P4 antag = blocks the human S1P4 receptor; S1P4-expressing cells, antagonist mode, reporter read-out; inhibition, % at 4.98 µM; O95977; AID 1510; actives 0.26% (n = 220,000); in the data active means inhibition above about 29%;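 further: 0% = wells stimulated with agonist and 100% = vehicle wells without agonist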
# PERK inhibitor = blocks human PERK kinase. CHO PERK-DD fusion, SEAP luminescence translation reporter. Q9NZJ5. inhibition, % at 5.6 µM. actives 0.17% (n = 220,000);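 active means inhibition above the mean inhibition of all tested compounds plus 3 SD, set separately per screening campaign, cut at about 2.9% in these data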;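 further: PERK kinase domain activated by AP20187 dimerizer at 100 nM; 0% = DMSO with dimerizer and 100% = rapamycin at 8.4 µM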
# Target sequence (Q9NZJ5 whole entry, looked up, the tested form may be a part): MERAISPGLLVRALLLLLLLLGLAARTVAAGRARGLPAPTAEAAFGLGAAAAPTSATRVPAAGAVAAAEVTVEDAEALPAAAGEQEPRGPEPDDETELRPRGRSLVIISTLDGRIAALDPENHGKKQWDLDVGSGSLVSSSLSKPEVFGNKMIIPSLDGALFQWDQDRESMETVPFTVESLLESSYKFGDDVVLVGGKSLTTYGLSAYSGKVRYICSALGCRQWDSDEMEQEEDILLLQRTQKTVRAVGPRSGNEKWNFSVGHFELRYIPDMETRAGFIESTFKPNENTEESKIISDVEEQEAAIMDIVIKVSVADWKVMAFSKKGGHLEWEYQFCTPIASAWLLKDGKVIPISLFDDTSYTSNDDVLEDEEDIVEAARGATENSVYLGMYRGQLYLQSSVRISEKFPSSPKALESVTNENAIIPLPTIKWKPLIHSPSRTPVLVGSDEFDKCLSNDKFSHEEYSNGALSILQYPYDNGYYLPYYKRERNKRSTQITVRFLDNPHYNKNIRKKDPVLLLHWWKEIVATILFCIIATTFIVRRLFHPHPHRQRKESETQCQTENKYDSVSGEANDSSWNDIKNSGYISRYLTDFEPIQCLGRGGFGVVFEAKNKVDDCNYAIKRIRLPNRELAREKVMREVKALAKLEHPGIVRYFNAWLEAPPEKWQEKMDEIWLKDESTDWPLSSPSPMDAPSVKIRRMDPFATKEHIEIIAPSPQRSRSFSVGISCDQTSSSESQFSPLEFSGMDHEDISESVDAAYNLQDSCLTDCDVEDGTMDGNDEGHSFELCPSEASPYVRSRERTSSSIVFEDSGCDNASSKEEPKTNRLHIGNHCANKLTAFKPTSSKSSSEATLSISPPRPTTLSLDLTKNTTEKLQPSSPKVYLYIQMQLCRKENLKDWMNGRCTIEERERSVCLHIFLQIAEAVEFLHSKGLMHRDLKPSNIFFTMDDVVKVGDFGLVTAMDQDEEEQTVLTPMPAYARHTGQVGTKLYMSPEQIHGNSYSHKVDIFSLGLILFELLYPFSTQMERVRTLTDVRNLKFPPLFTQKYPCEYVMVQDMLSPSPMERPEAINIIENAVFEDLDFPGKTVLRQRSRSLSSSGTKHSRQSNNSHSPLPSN
# TRPML3 ag = agonists of human TRPML3 channel; HEK293 TRPML3-YFP, Fluo-8 calcium fluorescence; 100% = the carbachol control signal; actives 0.29% (n = 220,000); activation, % at 3 µM; Q8TDD5;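 active means activation above its plate's cutoff, the mean activation of the plate's test wells plus 3 SD, cut at about 12% in these data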;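 further: 0% = DMSO only wells and 100% = carbachol wells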
#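 Test system – HEK293 line with stable expression of human TRPML3-YFP channel · Control set – carbachol 87 µM final as high control (100%), DMSO as low control (0%) · Signal – Fluo-8 calcium dye fluorescence, ex 470-495, em 515-575 nm · Incubation – 1-h 37 °C dye load, 5-s basal, 120-s post-compound reads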
# zfTRPN1 agonist = activates the zebrafish TRPN1 channel. HEK293 zebrafish TRPN1-YFP, Fluo-8 calcium fluorescence; 100% = response to 87 µM carbachol. activation, % at 3 µM. actives 0.18% (n = 220,000). AID 1424;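 active means activation above its plate's cutoff, the mean activation of test wells on that plate plus 3 SD, cut at about 19% in these data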;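 further: 0% = DMSO alone and 100% = 87 µM carbachol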
#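 Material – zebrafish TRPN1-YFP in HEK293 cells · Doses – 3 µM single point · Schedule – dye 1 h 37 °C plus 30 min RT · Signal – Fluo-8 calcium fluorescence, excitation 470-495 nm, emission 515-575 nm · Read-out – % activation versus carbachol response · Control set – carbachol high, DMSO low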
# * = called active by the depositor; x = not tested or not shown; & = joins results of further samples; ! = a repeat was not active.
Molecule	BaF3 tox	S1P4 antag	Ba/F3 V617F tox	S1P4 agonist	Calpain2 inh	TRPML3 ag	EP2 modulator	zfTRPN1 agonist	PERK inhibitor
CCC(=O)Nc1ccc(-c2nnc(SCC(=O)Nc3nccs3)n2C)cc1	8.6	-13.3	3.8	0.9	14.8	-0.5	31.7	0.3	0.0
CCC(C)(C)n1nnnc1C(c1cc2cc(OC)ccc2[nH]c1=O)N1CCc2ccccc21 (stereo not given)	4.4	-19.6	-2.5	2.8	-44.5	0.3	37.2	-0.8	0.7
CCOC(=O)C(Cc1ccc(Cl)cc1Cl)c1ccno1 (stereo not given)	0.2	-10.0	0.6	0.3	25.7	-0.3	57.1	-1.7	0.0
CCOc1ccc(Br)cc1S(=O)(=O)Nc1ccc(C(=O)OCC(=O)N(C)c2ccccc2)cc1	2.5	-20.4	-0.1	0.9	-39.1	0.8	6.0	1.9	-0.7
O=C(ON=C1CCN(S(=O)(=O)c2ccccc2)CC1)c1cccc(Cl)c1	8.8	-11.0	-2.9	-0.9	8.7	0.1	15.1	-0.7	0.6
CCOc1ccc(C(=O)/C=C/c2ccc(SC)cc2)cc1	4.0	-1.5	-0.7	0.7	-15.1	0.4	-2.4	-0.1	1.4
CCc1cccc(C)c1NC(=O)CN1C(=O)NC(Cc2ccccc2)C1=O (stereo not given)	8.9	-13.1	2.3	-0.5	-4.4	0.8	-8.9	0.6	-0.5
Cc1c(Cl)cccc1NC(=S)NN	5.4	-2.2	-1.3	-2.4	-25.1	0.4	5.3	1.3	1.4
COc1ccccc1NS(=O)(=O)c1cc(NC(=O)Nc2ccccc2)ccc1N1CCCCC1	9.1	28.4	4.9	-0.9	-20.1	1.0	5.6	2.3	-0.7
O=C(NNC(=S)NCc1ccc(Cl)cc1)c1ccc(Br)o1	6.0	-5.8	-3.6	0.6	-10.1	0.3	-32.2	0.9	0.5
COc1cccc(/C=N/NC(=O)c2ccoc2C)c1O	-6.4	-16.0	5.1	-0.3	-16.7	0.7	24.2	2.1	0.8
CCN(CC(=O)NC1CCS(=O)(=O)C1)Cc1nc2c(Br)cc(Br)cc2c(=O)[nH]1 (stereo not given)	6.5	-12.1	3.0	1.3	-21.2	-0.4	46.3	0.4	0.1
CC1(C)CC(=O)C2=C(C1)N(Cc1ccccc1)C(=O)C2(O)C(F)(F)F (stereo not given)	2.7	-26.5	-2.2	1.0	19.8	0.0	6.4	0.1	0.3
O=C(O)CCC(=O)Nc1ccccc1C(=O)NCc1ccccc1	1.1	-29.8	-2.2	0.6	-12.3	0.9	27.7	-1.3	1.1
O=C(CSCc1ccc(C(=O)O)cc1)Nc1ccccc1	3.0	-4.4	2.1	-1.7	-4.8	0.8	33.2	-1.4	1.3
CCOc1cc(C#N)c(NC(=O)c2ccco2)cc1OCC	15.0	0.1	39.1*	1.5	-19.9	0.2	13.7	0.3	-0.7
Cc1cccc(-n2c(C)cc(/C=N\NC(=O)c3cccs3)c2C)c1	1.5	-4.0	-5.8	-0.5	-13.2	-0.6	-19.5	-0.5	0.4
CCOC(=O)c1[nH]c2cc(OC)c(OC)cc2c1NC(=O)CN(C)C1CCCCC1	6.3	-9.2	0.9	0.5	x	-0.1	x	0.0	-0.4
COc1ccc(NC(C)(C)c2nnnn2-c2c(C)cccc2C)cc1	0.9	0.5	0.7	0.3	-17.9	21.0*	-11.8	-1.2	1.6
O=C1c2ccccc2C(=O)C1(CO)c1ccccc1	3.9	-5.7	0.7	2.9	-13.7	0.6	9.4	0.7	0.9
CN(C)C(=O)c1c([N+](=O)[O-])c(C(C)(C)C)nn1C	5.1	-2.5	-0.7	0.3	-5.9	0.8	12.3	1.2	1.2
CN(C)S(=O)(=O)c1ccc(NC(=O)CN2CCN(C(c3ccccc3)c3ccccc3)CC2)cc1	5.2	-10.1	-3.6	-0.2	25.5	1.1	26.9	1.1	0.9
COC(=O)CSc1nc(N2CCOCC2)c2c(c1C#N)CCCC2	-4.0	-10.2	1.4	1.9	-1.1	-1.1	-8.7	-1.9	-1.0
Cc1c(C(=O)O)sc2nc(SCC(=O)Nc3ccc(S(=O)(=O)NCCCC(=O)O)cc3)[nH]c(=O)c12	3.5	-12.2	1.7	1.9	-4.2	1.1	8.3	1.1	1.2
Cc1nc2oc(C(=O)c3ccccc3)c(N)c2c2c1COC(C)(C)C2	5.8	11.2	-5.1	0.6	-8.8	0.4	-1.9	0.5	0.0
CCC(C(=O)NCc1ccco1)N(Cc1cccs1)C(=O)CNS(=O)(=O)c1ccccc1 (stereo not given)	1.3	-0.9	-3.9	0.2	-12.5	-0.3	-1.7	-2.0	0.0
CCOC(=O)Cn1c(C)[n+](C)c2cc(Cl)c(Cl)cc21	-1.8	2.2	-5.2	-0.4	0.7	0.8	12.2&-2.1	-0.7	0.2
COC(=O)c1ccc(-c2nc3cc(Cl)c(N)cc3s2)cc1	-1.5	-2.4	-2.8	-1.7	-14.9	0.3	-0.1	1.9	0.7
CCOC(=O)C1CCCN(C(=O)c2ccccc2SCCOC)C1 (stereo not given)	1.8	-15.5	-5.1	0.0	17.4	-0.1	3.1	-0.5	0.3
CS(=O)(=O)N(CC(=O)Nc1ccccc1Sc1ccccc1)c1ccc(F)cc1	2.5	4.8	-4.2	-2.0	13.6	0.2	30.5	0.7	-0.2
CN(C)CCNC(=O)Nc1cccc(Cl)c1Cl	5.7	-15.8	-2.2	-2.2	-16.0	0.9	-5.8	0.1	0.8
Cc1cccc(OC(=O)CN2C(=O)C3C4CCC(C4)C3C2=O)c1C (stereo not given)	4.3	-24.4	2.9	1.2	6.5	0.8	1.0	1.2	0.2
COc1ccc(Cl)cc1N(C)C(=O)CCc1nc(-c2ccc(C)cc2)no1	3.8	0.6	-1.2	-1.6	3.5	-0.1	-8.4	-1.9	-0.1
C/C(=N/N1CCN(Cc2cccc3ccccc23)CC1)c1cccnc1	5.7	-4.8	1.8	0.3	9.3	0.7	20.0	1.9	0.4
COc1ccc(C(=O)CSc2ccccc2C(=O)O)cc1	6.5	0.5	4.4	-1.7	6.3	-0.1	2.2	2.0	1.0
COc1cc2cc(/C=C/C(=O)c3ccco3)c(Cl)nc2cc1OC	4.6	1.6	2.4	0.8	-45.8	1.4	29.2	3.1	-0.8
O=C(NCc1cn(-c2ccccc2)nc1-c1ccccc1)c1cccc([N+](=O)[O-])c1	0.4	-1.9	-2.4	-0.3	13.7	-0.6	8.2	0.0	-1.0
CCCCN(CC)C(=O)c1ccc(Cl)c(Cl)c1	12.5	-14.0	-5.1	-1.8	13.2	-1.2	18.5	-2.6	-0.3
COc1ccccc1N1CCN(C(=O)CNC(=O)c2cn(-c3ccccc3OC)c(=O)c3ccccc23)CC1	8.4	-11.9	-0.5	0.1	-50.2	-0.1	-23.8	0.9	0.3
O=C(Nc1cccc(Cl)c1)c1cc(S(=O)(=O)NCCc2ccc(Cl)cc2)ccc1F	3.6	4.8	0.5	-1.9	29.7	0.1	-4.7	4.3	0.8
COc1ccc(O)c(-c2cn[nH]c2-c2cccs2)c1	4.5	-10.5	0.8	4.3	-6.3	0.0	-9.7	-1.6	1.6
NS(=O)(=O)c1ccc(CCNc2ncnc3sccc23)cc1	43.0*	-34.8	33.1*	3.8	-27.8	1.0	-32.1	3.7	0.3
O=C(CS(=O)(=O)c1c[nH]c2ccccc12)Nc1ccc2c(c1)OCCO2	1.3	-17.0	0.0	-0.1	-14.6	0.4	13.3	0.7	-0.1
Cc1ccc(C(=O)C2CCN(CC(=O)NC3CCCCC3)CC2)cc1	3.5	1.4	-2.0	1.1	19.5	0.1	0.6&-35.0	2.3	0.1
Cc1ccc(C(=O)N(CN2CCCC2=O)c2ccc(F)cc2)cc1C	1.9	15.2	-1.0	-0.7	6.9	-1.0	3.8	-0.1	0.8
Cc1ccc(S(=O)(=O)Nc2ccc3nc(N)sc3c2)cc1	6.2	6.6	-0.1	-0.8	-19.4	0.5	-14.7	4.3	0.8
COCCSc1nnc(NS(=O)(=O)c2ccc(C)cc2)s1	2.0	-4.4	0.4	-0.2	-33.6	0.8	-4.6&34.6	-0.4	1.3
CCC(=O)NC(=S)Nc1ccccc1OC	0.0	-8.8	-4.5	-2.0	-2.5	-0.7	2.7	-0.8	-0.1
COc1cccc(N(CC(=O)NCc2ccco2)C(=O)CCC(=O)Nc2nccs2)c1	-2.5	-1.4	-0.5	-0.5	-42.0	0.6	17.4	1.8	1.2
COc1ccccc1C(=O)NC(=Nc1nc2ccccc2o1)NC(=O)c1ccccc1OC	3.4	-10.4	0.2	-0.9	-52.9	0.0	-7.3	0.9	-0.7

# Another view of 2 compounds above.
> Cc1ccc(C(=O)N(CN2CCCC2=O)c2ccc(F)cc2)cc1C
  BaF3 tox = 1.9	S1P4 antag = 15.2	Ba/F3 V617F tox = -1.0	S1P4 agonist = -0.7	Calpain2 inh = 6.9	TRPML3 ag = -1.0	EP2 modulator = 3.8	zfTRPN1 agonist = -0.1	PERK inhibitor = 0.8

> Cc1ccc(S(=O)(=O)Nc2ccc3nc(N)sc3c2)cc1
  BaF3 tox = 6.2	S1P4 antag = 6.6	Ba/F3 V617F tox = -0.1	S1P4 agonist = -0.8	Calpain2 inh = -19.4	TRPML3 ag = 0.5	EP2 modulator = -14.7	zfTRPN1 agonist = 4.3	PERK inhibitor = 0.8

# Other results:
Molecule	BaF3 tox	S1P4 antag	Ba/F3 V617F tox	S1P4 agonist	Calpain2 inh	TRPML3 ag	EP2 modulator	zfTRPN1 agonist	PERK inhibitor
CCOC(=O)c1sc(NC(=O)CN2C(=O)c3cccc4cccc(c34)C2=O)nc1C	3.4	2.7	1.2	-1.5	-4.9	0.8	66.1*	0.2	1.0
COc1nc2c(c(-c3cc(Br)cs3)c1C#N)Cc1ccccc1-2	0.3	7.6	2.1	0.9	-4.7	0.5	21.4	2.2	1.4
O=C(O)/C=C/C(=O)Nc1ccc(OC(F)(F)F)cc1	-1.4	7.5	1.8	0.2	-3.8	0.6	-11.8	0.5	-0.5
CCOC(=O)Nc1ccc(S(=O)(=O)NCCCN2CCOCC2)cc1	2.1	-8.1	-2.1	1.4	-15.5	0.9	9.3	0.8	0.5
Cc1nc2c(C(=O)NCCC(C)C)c[nH]n2c(=O)c1Cl	4.0	-6.3	1.9	2.9	-12.0	-0.2	-11.1	-2.0	0.2
COc1ccc(CSc2nnc(SCc3ccc([N+](=O)[O-])cc3)s2)cc1	6.6	-22.2	-1.8	-0.4	-8.1	0.0	3.8	1.5	2.1
COC(=O)c1ccc(COc2ccccc2/C=C(\C#N)C(=O)NC(C)C)cc1	2.3	-18.4	-5.7	4.4	-13.9	-0.3	7.7	1.1	1.1
CC(C)(C)SCCNC(=O)/C=C/c1ccc([N+](=O)[O-])cc1	7.3	-4.4	1.4	-0.6	30.4	0.9	2.1	0.1	0.3
CCN1C(=C(C#N)C#N)C=Cc2ccccc21	1.1	3.0	-3.5	0.1	-6.0	1.2	27.2	0.5	0.3
CC(=O)NC(Cc1ccccc1)C(=O)NC1CCN(C(=O)c2cnccn2)CC1 (stereo not given)	3.6	-21.8	1.1	-1.4	-3.0	6.2	13.6	0.6	0.1
Cn1c(C(=O)N(Cc2ccccc2)Cc2cccs2)cc2sccc21	-1.1	1.4	1.2	-0.9	22.7	0.0	64.8*!	1.1	-0.8
Cc1ccc(N2CCCn3c2cc(C)c(C#N)c3=O)cc1Cl	6.2	-1.3	-1.7	-0.5	-11.8	0.3	-80.9	1.1	0.0
